Screens (PubChem BioAssay)
HEK293 viab: cell viability loss counter-screen; Potency, µM (titrated, usually from 57.1 µM), without a hit: at the top dose activity change, negative = cytotoxicity, actives largely listed as cytotoxic; AID 1671193; HEK-293-SNCA-luc viability, GF-AFC fluorescence, 24 h; 150,000 compounds, 0.12% hits;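 also: potency is read from the fitted curve at half-maximal effect; 0% = DMSO-treated cells and -100% = medium-only wells without cells; nearly all actives have a fitted effect of over 30% in size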
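HEK-293-SNCA-luc cells (1500/well) plated 24 h, then exposed 24 h to a dilution series; GF-AFC added 30 min at 37C, fluorescence 405/540 nm; normalised to medium-only and DMSO wells, Hill fit.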
GPT2 inhibitor: blocks human glutamate pyruvate transaminase 2; Recombinant GPT2, coupled pyruvate oxidase/HRP Amplex Red fluorescence; Potency, µM (highest dose often 57.7 µM), inactives show top-dose activity change, negative = inhibition, usual class: inhibitors; 100,000 compounds, 0.25% hits; AID 1671188; also: potency is read from the fitted curve at half-maximal effect; nearly all actives have a fitted effect of over 60% in size; many of its hits are not listed in these tables
Target sequence (Q8TD30 whole entry, looked up): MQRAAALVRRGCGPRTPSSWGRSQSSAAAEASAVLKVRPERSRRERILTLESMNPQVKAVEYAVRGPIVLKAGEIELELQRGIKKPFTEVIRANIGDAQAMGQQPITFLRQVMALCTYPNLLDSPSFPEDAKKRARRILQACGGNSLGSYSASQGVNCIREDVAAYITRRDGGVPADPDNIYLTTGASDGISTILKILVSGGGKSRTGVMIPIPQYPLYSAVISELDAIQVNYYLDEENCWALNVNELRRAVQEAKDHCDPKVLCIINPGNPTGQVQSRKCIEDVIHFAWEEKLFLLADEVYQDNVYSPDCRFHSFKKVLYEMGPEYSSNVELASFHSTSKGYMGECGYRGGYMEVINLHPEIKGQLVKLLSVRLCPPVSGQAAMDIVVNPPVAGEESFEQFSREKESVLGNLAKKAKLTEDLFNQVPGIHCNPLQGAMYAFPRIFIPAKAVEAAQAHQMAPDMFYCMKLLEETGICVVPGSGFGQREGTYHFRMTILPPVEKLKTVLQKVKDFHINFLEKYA
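GPT2 10ng/uL, a-KG 250uM, L-Ala 2mM, HEPES pH7.5 + 0.0001% Tween; 30 min RT. Then Amplex mix (PO/HRP/ThPP), 30 min RT dark, fluorescence. AOA 50uM used as positive control.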
Luciferase inh: blocks purified firefly luciferase enzyme activity | P08659 | purified P. pyralis luciferase, luminescence, biochemical | Potency, µM (titrated, usually from 115 µM), without a hit: at the top dose activity change, negative = inhibition, usual class: inhibitors | 76,000 compounds, 2.5% hits | AID 1347043; also: potency is read from the fitted curve at half-maximal effect; nearly all actives have a fitted effect of over 65% in size
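FLuc 10nM, D-luciferin 10uM, ATP 10uM, Mg acetate 10mM, Tris acetate pH 7.5, Tween/BSA; cpd qHTS; enzyme added last; CCD luminescence.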
HEK cytotox: cytotoxic compounds in HEK 293 cells; HEK 293 viability, ATP luminescence (CellTiter-Glo), 48-72 h; Potency, µM (doses to about 115 µM), for the others: at the top dose activity change, negative = cytotoxicity, most hits filed as inhibitors; 94,000 compounds, 6.6% hits; also: potency is read from the fitted curve at half-maximal effect; nearly all actives have a fitted effect of over 60% in size
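HEK 293 seeded at 250 cells/well receive compound via pintool. After 48 or 72 hr at 37 degree Celsius, 5% CO2 and 95% humidity, CellTiter-Glo is dispensed and luminescence read following 10 min at room temperature.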
SNCA expr inh: inhibitors of alpha-synuclein (SNCA) gene expression | 140,000 compounds, 0.17% hits | HEK-293 SNCA-luciferase knock-in, luminescence, 24 h | Potency, µM (top dose mostly 57.2 µM), for the others: top-dose activity change, negative = inhibition, actives largely listed as inhibitors;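 also: potency is read from the fitted curve at half-maximal effect; plate controls were DMSO cells for no effect and cell-free wells for full effect; nearly all actives have a fitted effect of over 45% in size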
NIH3T3 tox: kills NIH 3T3 cells; Potency, µM (highest dose often 96.7 µM), without a hit: at the highest dose activity change, negative = cytotoxicity, usual class: inhibitors; 94,000 compounds, 4.3% hits; AID 1345082; NIH 3T3 viability, CellTiter-Glo ATP luminescence, 48-72 h; also: potency is read from the fitted curve at half-maximal effect; nearly all actives have a fitted effect of over 55% in size
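NIH 3T3 cells at 400 cells/well received 23 nL of compound by pintool and were incubated 48 or 72 h at 37 °C. Viability was read as ATP-coupled CellTiter-Glo luminescence.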
IP6K1 inhibitor: IP6K1 kinase inhibition; Q92551; IP6K1 kinase, ADP-Glo luminescence, 2 h; active compounds read low; activity change, % (series mostly up to about 58 µM); 140,000 compounds, 0.81% hits; AID 1645851; in the data active = activity change below about -25%
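ADP-Glo luminescence measures ADP made by human IP6K1 during a 2 h RT reaction with ATP/IP6 (mix at 1.3 mM/130 uM); top library doses 57.5 and 19.1 uM final.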
Starred values were filed as active, the others as inactive; i = inactive; ? = inconclusive; · = no result given; & = joins results of further samples; [ ] = another dose, or the depositor's remark. Unless noted, calls follow the shape of the dose curve; as a rule, active = well fitted curve in the direction sought with a large enough effect; inconclusive = small, poorly fitted or top-dose-only effect, or another doubt; inactive = no such curve, though single readings can be large; an effect the other way counts as inactive or inconclusive. Unless noted, % is scaled to controls: 0 for no effect and ±100 for the full control effect.

SMILES	HEK293 viab	GPT2 inhibitor	Luciferase inh	HEK cytotox	SNCA expr inh	NIH3T3 tox	IP6K1 inhibitor
C[S+](=O)([O-])N1Cc2ccccc2CC2(CCCCN2CC2CCNCC2)C1 (centres undefined)	2%	0%	·	-28%	-11%	-8%	-11
Cc1cccc(C)c1-c1nnc2ccc(C(=O)N3CCOCC3)cn12	5%	1%	·	-1%	-3%	-12%	12
Cc1ccccc1NC(=O)CSc1nc2ccc(NC(=O)COc3ccccc3F)cc2s1	5%	·	·	·	60%[activator]	·	1
C=C1CC[C@H]2[C@@](C)(CCC(O)[C@@]2(C)CO)[C@@H]1/C=C/C(=C\C(=O)O)C(=O)O (some centres undefined)	-27%	-19%[27.3 µM]	·	·	·	·	13
COc1ccc(CNC(=O)C2CCN(Cc3nc(-c4ccc(Cl)cc4)oc3C)CC2)cc1	2%	·	·	·	15%	·	18
CN(C)c1ccc(NC(=O)CSC2=Nc3ccccc3C3=NC(CC(=O)NCc4ccc5c(c4)OCO5)C(=O)N23)cc1 (centres undefined)	-6%	·	·	·	104%[activator]	·	16
O=C(O)CCn1ncc2cc(OC3CCN(C(=O)Oc4ccccc4)CC3)ccc21	-2%[87.6 µM]	-15%[88.5 µM]	-20%[172 µM]	-19%[172 µM]	2%[87.6 µM]	?	-5
CCCN(C)c1nccnc1OC1CCN(C(=O)c2ccc(F)cc2)C1 (centres undefined)	-11%	i	35µM*	?	203%[activator]	-13%	9
Cc1cc(C)cc(-c2ccc(CN3CCCC3C(=O)NCC3CC3)cc2)c1 (centres undefined)	-6%	i	·	40µM*	-22%	40µM*	8
CCC(CC)C(=O)Nc1ccccc1C(=O)OCc1cc(=O)n2nc(C3CCCCC3)sc2n1	5%	·	·	·	29%	·	3
Cc1ccccc1C(=O)N1CCC(C(=O)N2CCC(N3Cc4ccccc4C3=O)CC2)CC1	-8%&2%	i	·	?	-6%&-21%	?	2&-12
Cn1cc(-c2ccccc2)cc1C(=O)NCc1cccs1	-7%	i	-15%	?	36%[activator]	?	2
COc1ccc(-c2[nH]nc3ncc(-c4cccnc4OC)nc23)c(C)c1	6%[87.6 µM]	-1%[88.5 µM]	-1%[172 µM]	100µM*	1%[87.6 µM]	?	8
COCCNC(=O)CCn1c(=O)c2cc(OC)c(OC)cc2n(CC(=O)Nc2ccccc2C)c1=O	3%	·	·	·	0%	·	-18
NC(N)=NCCCCN=C(N)N	-10%	i	·	·	-3%	·	·
CN(Cc1nccn1C)C(=O)c1cc(CN2CCC(Cc3ccccc3)CC2)on1	-8%	i	4%	-29%	-28%	-28%	-1
O=C1NN=C(c2cccnc2)C12CCN([S+](=O)([O-])c1cccc(C(F)(F)F)c1)CC2	-5%	?	-2%	?	10%	?	4
O=C1CC2CCN([S+](=O)([O-])c3cc(C(F)(F)F)cc(C(F)(F)F)c3)CC2CCN1 (centres undefined)	7%	-8%	·	2%	-14%	-14%	-5
O=C(CN1CC2CC(C1)[C@H]1CCCC(=O)N1C2)N1CCN(c2ccc(F)cc2)CC1 (some centres undefined)	-1%	1%	1%	-5%	11%	2%	35
COc1cc(F)ccc1-c1cn(C)c(=O)n2cc(COc3ccc(C(=O)O)cc3)nc12	7%[87.6 µM]	1%[88.5 µM]	-5%[172 µM]	?	-7%[87.6 µM]	?	-6
CCNc1ncc(C(=O)N(CCc2ccccc2)Cc2ccco2)cn1	-2%	2%	1%	?	-23%	-1%	4
O=C(NCC1CN(C(=O)Cc2ccc(OC(F)(F)F)cc2)CC12CN(c1ccccc1)C2)Nc1ccccc1 (centres undefined)	?	i	1%	?	?	28µM*	6
c1ccc(CCN(Cc2ccccc2)[C@H]2C[C@H]3CCOC[C@@]3(c3ccccc3)C2)cc1	·	·	·	?	·	?	2
COc1ccc(C(=O)NC2CCN(c3cc(-c4ccc(Cl)cc4)[nH]n3)C2)cc1OC (centres undefined)	-4%	-11%	-7%	?	-14%	?	14
COc1cccc(Oc2nc3c(c(=O)n(Cc4ccccc4F)c(=O)n3C)n2C)c1	-7%	·	·	·	189%[activator]	·	-14
SMILES	HEK293 viab	GPT2 inhibitor	Luciferase inh	HEK cytotox	SNCA expr inh	NIH3T3 tox	IP6K1 inhibitor
CCNC(=O)N1C[C@@H](F)[C@@H](OCc2nc3ccc(C)cc3[nH]2)C1	-3%[87.6 µM]	-1%[88.5 µM]	63µM*	1%[172 µM]	106%[activator][87.6 µM]	3%[138 µM]	-6
NS(=O)(=O)c1ccc(CCNCC2(O)CNCCOC2)cc1 (centres undefined)	9%	?	-9%	-9%	13%	-1%	2
COCCNC(=O)[C@@H]1CCCN1C(=O)c1cccc(-c2ccccc2OC)c1	7%[12.5 µM]	i	·	-6%	12%	0%	-5
C[C@@H](N)C(=O)N1CCC2(CC1)Nc1ccccc1NC2=O	1%	?	8%	-5%	-11%	0%	-2
O=C(Cc1cccs1)NC1CC(c2cc(N3CCC(O)C3)ncn2)C1 (centres undefined)	21%	-1%	-4%	i	-2%	-9%	6
C=CC(C)(C)C12Nc3c(ccc4c3OC(C)(C)C=C4)C1(O)CC1C(=O)N3CCCC3C(=O)N12 (centres undefined)	-12%[23.9 µM]	1%[27.3 µM]	·	·	·	·	21
CN(Cc1cccc(C(F)(F)F)c1)Cc1cccn1C	13%&-9%[87.6 µM]	i	0%[172 µM]	-8%&-3%[172 µM]	-2%&-13%[87.6 µM]	-9%&-12%[138 µM]	19&-6
O=C(Nc1cccc(C(F)(F)F)c1)N[C@H]1CO[C@H]2[C@@H]1OC[C@@H]2n1nnnc1Oc1ccc(-n2ccnc2)cc1	-27%	2%	-4%	32µM*	?	22µM*	-6
COc1ccc(C(=O)N2CCC(Cc3nc(C(C)C)no3)CC2)cc1OC	9%	i	-11%	?	0%	-45%	-5
Cc1ccc(C)c(N2CCN(c3nccn4nc(-c5ccc(Br)cc5)cc34)CC2)c1	-3%	·	·	·	25%	·	-8
O=C1CC2(CCN(Cc3ccccc3)CC2)Oc2cc(Cl)ccc21	6%	i	?	?	63%[activator]	?	0
CCn1nccc1C(=O)N1C[C@@H](Oc2ccccc2)C[C@@H]1C(=O)N1CCOCC1	4%	2%	0%	0%	2%	?	40
O=C(c1ccccn1)N1CCC(N2C(=O)C3(CCCCC3)C2c2ccncc2)CC1 (centres undefined)	5%	i	·	5%	-4%	-10%	8
Cc1cc(C)cc(NC(=O)c2ccc3c(O)c(S(=O)(=O)c4ccccc4)c(=O)[nH]c3c2)c1	9%	·	·	·	33%	·	-6
COc1ccc(C(=O)N2CCOCC3(CN(Cc4ccc(F)c(Cl)c4)C3)C2)cc1OC	-21%	4%	2%	?	-12%	-29%	34
Cc1cccc(-c2ccc(C=O)cc2)c1	7%[87.6 µM]	-19%[88.5 µM]	·	-13%[230 µM]	-2%[87.6 µM]	-29%[174 µM]	-15
Cc1cccnc1CN(C)C(=O)C1CCC(=O)N(CCc2cccc(F)c2)C1 (centres undefined)	18%	i	-9%	0%	10%	-14%	1
COc1ccccc1NC(=O)c1c(NCc2ccc(OC)c(OC)c2OC)sc2c1CCCC2	-18%	·	·	·	-1%	·	-11
Cc1ccc(C)c(NC(=O)c2ccc3c(O)c(S(=O)(=O)c4ccc(Cl)cc4)c(=O)[nH]c3c2)c1	1%	·	·	·	0%	·	7

Part of the list above in order of length of the SMILES, falling:
SMILES	HEK293 viab	GPT2 inhibitor	Luciferase inh	HEK cytotox	SNCA expr inh	NIH3T3 tox	IP6K1 inhibitor
C=CC(C)(C)C12Nc3c(ccc4c3OC(C)(C)C=C4)C1(O)CC1C(=O)N3CCCC3C(=O)N12 (centres undefined)	-12%[23.9 µM]	1%[27.3 µM]	·	·	·	·	21
CCn1nccc1C(=O)N1C[C@@H](Oc2ccccc2)C[C@@H]1C(=O)N1CCOCC1	4%	2%	0%	0%	2%	?	40
Cc1ccc(C)c(N2CCN(c3nccn4nc(-c5ccc(Br)cc5)cc34)CC2)c1	-3%	·	·	·	25%	·	-8
Cc1cccnc1CN(C)C(=O)C1CCC(=O)N(CCc2cccc(F)c2)C1 (centres undefined)	18%	i	-9%	0%	10%	-14%	1
NS(=O)(=O)c1ccc(CCNCC2(O)CNCCOC2)cc1 (centres undefined)	9%	?	-9%	-9%	13%	-1%	2
Cc1cccc(-c2ccc(C=O)cc2)c1	7%[87.6 µM]	-19%[88.5 µM]	·	-13%[230 µM]	-2%[87.6 µM]	-29%[174 µM]	-15

These rows are one share of the data, so the mix of outcomes need not match the whole.
